# AmpC detergent: blocks E. coli AmpC beta-lactamase in detergent assay. AmpC hydrolysis of nitrocefin, absorbance 480 nm, 0.01% Triton. P00811. hit rate 0.041% among 370,000. AID 485294. Potency, µM (titrated, usually from 114 µM), without a hit: at the top dose activity change, negative = inhibition, most hits filed as inhibitors;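 further: potency means the concentration at half of the fitted maximal effect; 0% = no-compound wells and -100% = no-enzyme wells; nearly all actives have a fitted effect of over 25% in size; some results filed as inactive show a strong effect at the top dose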
# Target sequence (P00811 whole entry, looked up): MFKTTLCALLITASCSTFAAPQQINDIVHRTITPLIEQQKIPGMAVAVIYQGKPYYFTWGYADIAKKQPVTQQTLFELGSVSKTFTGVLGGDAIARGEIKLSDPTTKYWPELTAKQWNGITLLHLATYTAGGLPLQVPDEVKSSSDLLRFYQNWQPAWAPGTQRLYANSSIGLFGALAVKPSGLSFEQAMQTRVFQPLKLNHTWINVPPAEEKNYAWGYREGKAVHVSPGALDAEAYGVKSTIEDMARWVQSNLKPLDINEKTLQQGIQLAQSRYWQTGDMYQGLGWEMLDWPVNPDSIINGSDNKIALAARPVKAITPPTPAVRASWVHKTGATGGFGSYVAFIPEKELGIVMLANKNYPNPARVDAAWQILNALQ
#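 20 mM phosphate pH 7.0 + 0.01% (detergent screen) or 0.0001% Triton X-100; 5.3 nM AmpC reagent; cpd preinc 15 min RT; nitrocefin (800 uM stock) to start; A480 q20 s × 4 min; Activity was normalised to no-enzyme and no-compound control wells.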
# AMA1 RON2 block: disrupts binding of P. falciparum AMA1 to RON2; AID 720542; hit rate 0.2% among 360,000; Potency, µM (series often up to 58.2 µM), for inactives: at the highest dose activity change, negative = inhibition, hits mostly inhibitors; AlphaScreen AMA1-biotinylated RON2 peptide binding;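 further: potency means the concentration at half of the fitted maximal effect; 0% = vehicle wells and -100% = peptide control; nearly all actives have a fitted effect of over 45% in size; some results filed as inactive show a strong effect at the top dose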
#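 AMA1 (3D7) with his tag at 25 nM final met compounds first, then biotinylated RON2 peptide at 25 nM; detection used donor plus acceptor beads, 10 µg/mL apiece, read by AlphaScreen after 30 min at room temperature.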
# FBPA Giardia inh: inhibitors of Giardia lamblia fructose-1,6-bisphosphate aldolase; A8B2U2; AID 2451; purified Giardia FBPA; hit rate 0.71% among 290,000; Potency, µM (highest dose often 59.6 µM), for the others: at the highest dose activity, negative = inhibition, hits mostly inhibitors; further: potency means the concentration at half of the fitted maximal effect; nearly all actives have a fitted effect of over 55% in size
# Target sequence (A8B2U2 whole entry, looked up): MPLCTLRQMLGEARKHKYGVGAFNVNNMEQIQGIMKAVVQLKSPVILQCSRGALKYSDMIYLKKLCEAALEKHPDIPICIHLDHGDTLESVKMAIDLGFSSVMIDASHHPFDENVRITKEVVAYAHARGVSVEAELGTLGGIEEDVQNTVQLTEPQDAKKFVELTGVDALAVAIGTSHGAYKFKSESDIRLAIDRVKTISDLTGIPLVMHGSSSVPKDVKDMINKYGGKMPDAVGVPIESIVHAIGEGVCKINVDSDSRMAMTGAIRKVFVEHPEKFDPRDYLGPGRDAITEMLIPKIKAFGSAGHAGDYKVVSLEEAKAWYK
#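 40 nM FBPA preincubated 10 min at RT with compound (up to 57.5 uM final), then substrate plus GAPDH/TPI/NAD/arsenate coupling and diaphorase/resazurin added. Fluorescence read after 20 min at RT, 525/598 nm.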
# HCMV inh: inhibitors of human cytomegalovirus. hit rate 4.5% among 410,000. HFF cells, HCMV-luciferase reporter, 72 h; stronger effect = lower value. activity change, negative = inhibition, % at 57.5 µM. AID 1259415; in the data active means activity change below about -60%; inconclusive means no clear call, values can overlap the other calls; inactive means above about -39%
#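 Screen run at 2 compound doses on HFFs infected with reporter HCMV, MOI 1 PFU/cell. Luciferase activity from cell lysates at 72 h post infection gave inhibition relative to buffer-only and Salinomycin wells.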
# Sm TGR block: S. mansoni TGR enzyme inhibition; purified TGR, DTNB reduction, TNB absorbance 405 nm; Q962Y6; Potency, µM (top dose mostly 114 µM), without a hit: at the top dose activity change, negative = inhibition, hits mostly inhibitors; hit rate 3% among 360,000; further: potency means the concentration at half of the fitted maximal effect; nearly all actives have a fitted effect of over 60% in size
#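 TGR 20 nM + NADPH 100 uM (dispensed conc.), cpd preinc 15 min RT; start with NADPH (500 uM addition) then DTNB (15 mM addition). Kinetic TNB absorbance, 405 nm filter. Four-parameter Hill fit across titration.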
# AmpC inh no detg: blocks E. coli AmpC beta-lactamase in detergent-free assay. AmpC nitrocefin hydrolysis, absorbance 480 nm, 0.0001% Triton. hit rate 0.52% among 330,000. Potency, µM (top dose mostly 57.1 µM), without a hit: top-dose activity change, negative = inhibition, most hits filed as inhibitors. AID 485341. P00811;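 further: potency means the concentration at half of the fitted maximal effect; plate controls were no compound for no effect and no enzyme for full effect; nearly all actives have a fitted effect of over 20% in size; some results filed as inactive show a strong effect at the top dose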
#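 AmpC (5.3 nM in the dispensed reagent) in 20 mM phosphate pH 7.0 with 0.01% (detergent screen) or 0.0001% Triton X-100 was preincubated with compounds for 15 min at room temperature. Nitrocefin was then added from an 800 uM solution, and hydrolysis was followed at 480 nm.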
# The depositor's hits bear a star; u = inconclusive; x = not tested or not shown; & = joins results of further samples; [ ] = another dose, or the depositor's remark. Unless noted, the call rests on the fitted dose curve; in most records, active means well fitted curve in the direction sought with a large enough effect; inconclusive means small, poorly fitted or top-dose-only effect, or another doubt; inactive means no such curve, though single readings can be large; an effect the other way counts as inactive or inconclusive. Unless noted, on the % scale 0 is the no-effect control and ±100 the full control effect. Rows are unselected. About 7.8% of those tested had a hit in this group.
Molecule	FBPA Giardia inh	AmpC detergent	AmpC inh no detg	HCMV inh	Sm TGR block	AMA1 RON2 block
CC(=O)Nc1ccc(NC(=O)CSc2nnc(-c3ccco3)o2)cc1	1.7%	-7.6%	-26.5%	-15.3	0.4%	-0.2%
NC(=O)C1CCN(c2nc(-c3cccc(N)c3)cs2)CC1	x	-13.9%	105.6%&-5.4%[activator]	82.7	-7.2%	x
Cc1ccc(CN2C(=O)CCC2C(=O)NCc2ccc3c(c2)OCO3)cc1 (centres undefined)	1.2%	-3.4%	-0.8%	-27.9	-6.7%	0.0%
COc1cc(COc2ccc3c(C)c(CCC(=O)O)c(=O)oc3c2)cc(OC)c1OC	-4.3%	-7.6%	48.4%[activator]	93.8	12.8%	-0.1%
CN(C(=O)COC(=O)CSCc1cccc(Cl)c1)c1c(N)n(Cc2ccccc2)c(=O)[nH]c1=O	x	3.8%	114.1%[activator]	-16.2	-24.3%	-2.9%
Cc1ccn2c(CNCc3cnn(C)c3)c(C(=O)N3CCCCCC3)nc2c1	x	-0.1%	0.9%	u	-9.1%	14.7%
Cc1ccc(NC(=O)Cn2cc(S(=O)(=O)c3ccccc3)c(=O)c3cc4c(cc32)OCO4)cc1	x	-11.9%	x	-9.4	-18.6%	x
COc1ccc(-c2cc(-c3ccccc3)c(C#N)c(SCC(O)CS(=O)(=O)Cc3ccc(Cl)cc3)n2)cc1 (centres undefined)	x	20.4%	x	6.1	0.9%	x
CCOC(=O)c1c(-n2c(C)cc(/C=C3\C(=O)NC(=O)N(C)C3=O)c2C)sc2c1CCCC2	0.3%	-9.4%	-11.1%	-34.2	-31.3%	3.8%
COCCn1c(SCC(=O)Nc2cccnc2Cl)nc2ccccc21	x	x	-13.8%	u	x	0.2%
COP(=O)(OC)C(NC(=O)Nc1ccccc1)c1ccccc1 (centres undefined)	3.2%	6.6%	10.5%	-3.7	8.1%	-2.9%
Cc1ccc(CN2CCN(CC(C)C)C(CCO)C2)s1 (centres undefined)	-0.2%	5.6%	-16.0%	125.6	u	-13.8%
Cc1cc(C(F)F)n2nc(C(=O)Nc3ccc(F)c(Cl)c3)nc2n1	x	-4.9%	x	u	-0.9%	x
O=c1[nH]c(CN2CCc3ccccc32)nc2scc(-c3cccs3)c12	2.6%	u	-15.5%	66.6	u	19.6%
CCOC(=O)c1sc(NC(=O)c2ccccc2C(=O)O)c(C(=O)OCC)c1C	19.8%	6.6%	-43.0%	-17.1	0.5%	0.0%
O=C(Cn1ncc2c3ccccc3n(Cc3ccc(F)cc3)c2c1=O)NCc1cccs1	x	20.0%	x	-3.2	9.0%	x

# Next part (four carried over from the part before).
Molecule	FBPA Giardia inh	AmpC detergent	AmpC inh no detg	HCMV inh	Sm TGR block	AMA1 RON2 block
Cc1cc(C(F)F)n2nc(C(=O)Nc3ccc(F)c(Cl)c3)nc2n1	x	-4.9%	x	u	-0.9%	x
O=c1[nH]c(CN2CCc3ccccc32)nc2scc(-c3cccs3)c12	2.6%	u	-15.5%	66.6	u	19.6%
CCOC(=O)c1sc(NC(=O)c2ccccc2C(=O)O)c(C(=O)OCC)c1C	19.8%	6.6%	-43.0%	-17.1	0.5%	0.0%
O=C(Cn1ncc2c3ccccc3n(Cc3ccc(F)cc3)c2c1=O)NCc1cccs1	x	20.0%	x	-3.2	9.0%	x
CN(CC(=O)Nc1cccc(F)c1)C(=O)CSc1nc2ccccc2s1	x	-15.9%	-36.8%	23.0	-12.7%	3.5%
CCOc1ccc(N(CC(=O)Nc2ccccc2C(=O)N2CCCC2)S(C)(=O)=O)cc1	3.5%	-2.0%	14.3%	18.2	1.4%	0.4%
CCN(CCCNC(=O)CN1N=C(c2ccc(C)cc2)CCC1=O)c1ccccc1	x	4.7%	x	-4.8	-2.0%	x
CC(=O)Nc1ccccc1-c1nc2ccccc2nc1OCC(=O)c1ccc(Br)cc1	4.9%	-8.3%	-0.2%	-15.4	4.9%	-7.9%
Cc1ccc(NC(=S)NCc2cccs2)cc1	-0.2%	1.1%	-13.7%	39.9	u	-2.7%
Cc1nn(-c2ccc(C(F)(F)F)cn2)c(C)c1Oc1ccccc1O	9.3%	-0.5%	-14.0%	-22.6	-2.1%	-3.3%
N#Cc1ccccc1S(=O)(=O)N1CCN(C(=O)CCC2CCCC2)CC1	x	5.8%	30.7%	2.7	2.2%	3.5%
Cc1noc(C)c1COC(=O)CCN1c2ccccc2Sc2ccccc21	-0.2%	-13.8%	-16.2%	13.2	-1.0%	-0.4%
CCN(CC(=O)Nc1cc(Cl)ccc1C)c1ncnc2sc(C)c(C)c12	-0.9%	u	-5.0%	-78.4*	-3.0%	5.7%[11.6 µM]
Cc1cc(O)c(NC(=O)c2ccco2)cc1C	-12.4%	-12.8%	-8.5%	55.3	0.0%	-20.7%
CC(C)C(NS(=O)(=O)c1cccs1)C(=O)N1CCc2ccccc2C1 (centres undefined)	2.0%	5.1%	-0.8%	52.1	5.0%	-8.0%
O=C(N/N=C/c1cccc([N+](=O)[O-])c1)c1cccc(Br)c1	3.7%	10.3%	-11.9%	-10.8	-3.4%	54.7%[activator]
Cn1nnc(NC(=O)c2cccc(OCc3ccccc3)c2)n1	10.7%	0.5%	-15.0%	15.7	-2.4%	10.5%
CC(=O)c1ccc(S(=O)(=O)N2CCn3cccc3C2c2ccc(F)c(F)c2)cc1 (centres undefined)	x	6.6%	x	-31.8	u	x
Cn1c(SCC(=O)Nc2ccccc2F)nnc1-c1ccc(S(=O)(=O)N2CCOCC2)cc1	7.4%	u	32.4%	33.8	0.0%	1.6%
CN(C)C(=O)Cn1c(SCC(=O)Nc2ccc3c(c2)OCO3)nc2ccccc21	1.7%	-1.9%	-0.5%	-5.9	1.8%	5.4%
Cc1ccc(-n2nnc3c(=O)oc4ccccc4c32)cc1	-1.6%	-9.4%	-17.9%	124.1	-15.1%	5.4%
CCN=C1SC(CC(=O)Nc2ccccc2OCC)C(=O)N1CC (centres undefined)	6.6%	u	-12.3%	0.8	-21.4%	0.5%
NC(=O)CSc1oc(-c2cccs2)nc1S(=O)(=O)c1ccc(Br)cc1	x	16.4%	x	23.0	1.1%	x
O=C1NN=C(c2ccccc2)CC1c1c[nH]c2ccccc12 (centres undefined)	2.7%	0.3%	-16.6%	4.4	-3.9%	-8.7%
COc1ccc(CC(=O)NNc2ncnc3c2cnn3-c2ccc(C)cc2)cc1	6.6%	-10.4%	-0.8%	13.9	-0.6%	54.3%[activator]
COc1ccc(CCNS(=O)(=O)c2ccc(F)c(C(=O)Nc3ccc(Cl)cc3)c2)cc1OC	x	-4.1%	x	-31.1	-0.1%	x
CC1=C(C#N)C(=O)N(C2CCS(=O)(=O)C2)C(=O)/C1=C\c1ccco1 (centres undefined)	9.98µM*	-5.2%	-16.0%	x	8.91µM*	x
Cc1ccc(NC(=O)C2CC(=O)Nc3nc4ccccc4n32)c(C)c1 (centres undefined)	0.7%	-9.5%	-17.0%	u	-7.6%	9.6%
O=C(CCCn1c(=O)c2ccccc2n(Cc2cccc(Cl)c2)c1=O)NCCc1ccc(Cl)cc1	x	-5.7%	x	-8.1	8.6%	x
COc1ccc(-n2c(SCC(N)=O)nc3sc4c(c3c2=O)CCN(C)C4)cc1	-16.4%	-13.0%	-4.4%	-7.9	-17.4%	-9.2%
CC(C)(C)CC(=O)Nc1ccc(-c2cn3cccnc3n2)cc1	0.1%	-3.2%	-5.9%	75.2	-0.2%	12.4%
O=S(=O)(c1ccccc1)c1nc(-c2ccccc2Cl)oc1N1CCCCCC1	x	24.1%	x	22.0	6.3%	x
COc1cc2ccccc2cc1C(=O)N1CCN(c2ccccc2O)CC1	x	-4.4%	13.9%	-10.8	-13.7%	0.0%
O=S(=O)(Nc1ccc(N2CCOCC2)cc1)c1ccc(F)cc1F	-5.9%	5.5%	-17.5%	u	0.4%	-7.0%
O=C(CC1C(=O)NCCN1CC1CCCCC1)NCc1cccc(F)c1F (centres undefined)	-6.1%	-4.5%	102.8%[activator]	11.4	-34.3%[57.1 µM]	0.7%
COC(=O)c1ccccc1OCC(=O)NC1CCCCC1	11.5%	-3.4%	-1.5%	18.9	7.7%	16.1%
CC(=O)OC1CC(C)(C)N(OC(=O)CCCN2C(=O)c3ccccc3C2=O)C(C)(C)C1	2.1%	-2.6%	110.6%[activator]	-28.5	-1.1%	-12.0%
O=C(CN1C(=O)/C(=C/c2cccc(Br)c2)SC1=S)Nc1cccnc1	0.4%	-7.3%	-51.3%	25.4	2.0%	3.4%
CCCCSC(=S)N(C)C1CCS(=O)(=O)C1 (centres undefined)	-1.2%	-3.1%	90.9%[activator]	-29.5	4.5%	-11.3%
Cc1ccc(C)c(NC(=S)N(C)CCc2ccccn2)c1	-19.6%	10.2%	-18.5%	21.6	8.1%	5.6%
CCCCNC(=S)N/N=C/c1sccc1C	6.7%	-1.5%	-37.6%	-38.1	-2.7%	34.4%
Cc1nc(NC(=O)CSc2nnc(N)s2)c(Cl)cc1Cl	-16.8%	13.4%	-22.1%	-27.1	u	48.2%[activator]
CC(C)(C)NC(=O)CN(Cc1ccco1)C(=O)CCC(=O)Nc1nccs1	8.3%	-6.2%	-7.0%	-18.2	0.3%	16.1%
COc1ccc(C(=O)NCC(c2ccc(N(C)C)cc2)N2CCc3ccccc32)c(OC)c1 (centres undefined)	x	1.7%	x	-18.8	-4.9%	x
C[N+](C)(CC#N)C/C=C\c1ccccc1	0.9%	-5.0%	-2.0%	17.4	x	1.5%
COc1ccc(NC(=O)Cc2csc(COc3cccc(C)c3)n2)cc1OC	x	-6.1%	x	0.5	0.7%	x

# Limited to AmpC detergent and AmpC inh no detg (six entries from above):
SMILES | AmpC detergent | AmpC inh no detg
CCCCSC(=S)N(C)C1CCS(=O)(=O)C1 (centres undefined) | -3.1% | 90.9%[activator]
Cc1ccc(C)c(NC(=S)N(C)CCc2ccccn2)c1 | 10.2% | -18.5%
CCCCNC(=S)N/N=C/c1sccc1C | -1.5% | -37.6%
Cc1nc(NC(=O)CSc2nnc(N)s2)c(Cl)cc1Cl | 13.4% | -22.1%
CC(C)(C)NC(=O)CN(Cc1ccco1)C(=O)CCC(=O)Nc1nccs1 | -6.2% | -7.0%
COc1ccc(C(=O)NCC(c2ccc(N(C)C)cc2)N2CCc3ccccc32)c(OC)c1 (centres undefined) | 1.7% | x

# Bioassay records (PubChem BioAssay)
